# Assay outcomes from PubChem.
# Rv3671c protease: inhibitors of M. tuberculosis serine protease Rv3671c; inhibition, % at 5.96 µM; 320,000 tested, 0.048% active; AID 2606; in the data active = inhibition above about 38%;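 also: extracellular domain of Rv3671c used as enzyme; 0% = enzyme with DMSO and 100% = no enzyme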
# Target sequence (P9WHR9 whole entry, looked up, the tested form may be a part): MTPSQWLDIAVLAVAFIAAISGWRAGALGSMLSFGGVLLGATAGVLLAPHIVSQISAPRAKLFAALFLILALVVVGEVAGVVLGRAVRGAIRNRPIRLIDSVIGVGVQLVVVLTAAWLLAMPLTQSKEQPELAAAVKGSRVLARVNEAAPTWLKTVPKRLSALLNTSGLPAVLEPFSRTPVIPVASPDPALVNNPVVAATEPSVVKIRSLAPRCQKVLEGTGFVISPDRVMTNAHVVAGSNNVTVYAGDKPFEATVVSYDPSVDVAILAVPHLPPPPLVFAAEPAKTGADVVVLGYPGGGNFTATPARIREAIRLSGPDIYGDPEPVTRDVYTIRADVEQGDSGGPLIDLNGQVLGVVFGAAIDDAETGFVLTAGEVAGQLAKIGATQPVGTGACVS
# DUSP3 inh: inhibitors of human VHR1 phosphatase (DUSP3); P51452; recombinant VHR phosphatase, pNPP absorbance; inhibition, % at 13.3 µM; 290,000 tested, 0.52% active; AID 1654; in the data active = inhibition above about 50%; also: some compounds called inactive have numbers as strong as hits
# Target sequence (P51452 whole entry, looked up): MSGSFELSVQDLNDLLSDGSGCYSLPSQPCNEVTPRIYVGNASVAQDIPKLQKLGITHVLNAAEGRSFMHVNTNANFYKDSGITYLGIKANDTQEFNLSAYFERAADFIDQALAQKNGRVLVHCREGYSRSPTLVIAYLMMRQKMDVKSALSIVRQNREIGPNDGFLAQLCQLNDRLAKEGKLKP
# MazF activator: MazEF (E. coli) toxin RNase activation | FAM/BHQ RNA-DNA oligo cleavage fluorescence, 5 h | activation, % at 20 µM | 350,000 tested, 0.32% active | P0AE70; in the data active = activation above about 50%
# Target sequence (P0AE70 whole entry, looked up): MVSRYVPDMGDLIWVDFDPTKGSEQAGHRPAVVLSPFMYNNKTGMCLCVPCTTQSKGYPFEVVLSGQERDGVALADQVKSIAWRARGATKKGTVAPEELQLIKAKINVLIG
# BoNT-A LC inh2: BoNT A light chain protease inhibition. multiplex microsphere protease substrate cleavage, flow cytometry. inhibition, % at 10 µM. 360,000 tested, 0.17% active. AID 588499; also: plate controls were buffer without enzyme for full effect and enzyme alone for no effect
# BoNT F protease: BoNT F light chain protease inhibition; Multiplex microsphere protease cleavage assay, flow cytometry; inhibition, % at 10 µM; 360,000 tested, 0.22% active; in the data active = inhibition above about 35%, passing the limit was not always enough; inconclusive = no clear call, values can overlap the other calls; also: plate controls were buffer without enzyme for full effect and enzyme alone for no effect
# SSB-PriA inh: K. pneumoniae PriA-SSBct interaction inhibition; AlphaScreen SSBct-PriA binding, biotinylated peptide; inhibition, % at 33 µM; 430,000 tested, 0.6% active; in the data active = inhibition mostly above about 37%, no sharp cut-off; inactive = mostly below about 20%;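 also: plate controls were negative control peptide for no effect and reference peptide for full effect; strong numbers were not always called active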
# Anthrax LF prot: blocks Bacillus anthracis lethal factor protease; inhibition, % at 10 µM; P15917; AID 588501; multiplex microsphere protease cleavage assay, LF; 360,000 tested, 0.12% active; also: plate controls were buffer without enzyme for full effect and enzyme alone for no effect
# PrPC TRFRET: inhibitors of human cell surface prion protein PrPC; inhibition, % at 13.8 µM; AID 720596; TR-FRET read-out; P04156; 370,000 tested, 0.43% active; in the data active = inhibition above about 24%; also: 0% = median of the test wells and 100% = reference compound wells
# 3CLpro inhibitor: SARS-CoV 3CLpro protease inhibition | 290,000 tested, 0.14% active | P0C6X7 | inhibition, % at 6 µM | recombinant SARS-CoV 3CLpro, quenched FRET peptide cleavage; in the data active = inhibition above about 12%
# CCHFV vOTU inh: blocks the CCHF virus ovarian tumor domain protease; CCHFV vOTU protease, Pep-AMC fluorescence; inhibition, % at 11.5 µM; 370,000 tested, 0.55% active; AID 651958; in the data active = inhibition above about 30%; also: 0% = vehicle wells with enzyme and 100% = no enzyme wells
# Starred values were filed as active, the others as inactive; ? = inconclusive; · = not tested or not shown. Rule as the data show it, unless noted: active = inhibition above about 30%; inconclusive = no clear call, values can overlap the other calls; inactive = below that. An excerpt (hit frequency here may not be typical).
SMILES,Rv3671c protease,DUSP3 inh,MazF activator,BoNT-A LC inh2,BoNT F protease,SSB-PriA inh,Anthrax LF prot,PrPC TRFRET,3CLpro inhibitor,CCHFV vOTU inh
CCCN(CCC)c1ncnc2nc[nH]c12,2,-15,10,-1.1,-5,-7,-3,-5,-2,11
C=CCS(=O)(=O)N1CCCC(Cc2ccccc2C)(C(=O)OCC)C1 (centres undefined),1,1,7,3.0,?,-11,-14,-3,-2,0
COC(=O)c1cn(N(C)c2ncc(C(F)(F)F)cc2Cl)c(=O)c2ccccc12,-4,7,-4,-1.0,3,-4,-4,-3,-3,-4
C/C(Cn1cnc([N+](=O)[O-])n1)=N/NC(=O)COc1c(Cl)cc(Cl)cc1Cl,0,-5,4,-0.6,-4,·,-3,-6,5,-14
COc1cc(NC(=S)NCCc2c[nH]c3ccccc23)c(OC)cc1Cl,11,-30,8,-0.5,-10,10,-4,6,6,3
O=c1cc(CCl)nc2scc(-c3ccccc3)n12,1,27,7,-0.2,2,-7,-9,-7,0,8
COc1cc(CNc2nc3c(C)cc(C)cc3s2)ccc1O,4,30,-3,-1.8,19,6,11,10,0,20
Clc1ccccc1CN1CCN(c2ccccc2Cl)CC1,-1,27,-2,-2.1,-18,-41,-4,-4,-1,-10
Cc1ccc(F)c(NC(=O)CCc2ccccc2)c1,-1,24,-7,-0.4,-4,-26,0,6,0,3
CC(C(=O)Nc1ccccc1-c1ccccc1)N(C)Cc1nc2ccccc2c(=O)[nH]1 (centres undefined),3,30,-14,-1.6,-3,-10,-3,5,0,-20
CCN(CC(=O)Nc1c(F)cccc1F)C(=O)CSc1ccccc1,4,·,5,-2.0,-12,-8,-2,13,·,2
CCCCCCOc1cccc(N)c1,-4,0,4,2.1,1,-3,-4,8,2,0
CCN(CC)C(=N)/C(C#N)=N/Nc1ccc(C)cc1,-6,9,8,·,·,·,·,-10,-3,1
Nc1ncnc(Nc2c(F)cccc2F)n1,3,4,1,0.2,6,-2,0,-3,2,-2
CC(=O)Oc1ccccc1C(=O)Nc1ccccc1C(=O)N1CCCC1,-1,10,-11,-1.0,-3,-7,8,-2,0,-12
C#CCOCCOCCOCCNc1nc(N2CCN(C(=O)[C@H](CCCCN)n3cc([C@@H](N)C(C)CC)nn3)CC2)nc(N2CCN(C(=O)[C@H](CCCCN)n3cc([C@@H](N)CC(C)C)nn3)CC2)n1 (some centres undefined),1,25,16,0.3,-38,-8,-2,2,0,-2
CCOC(=O)N1CCN(Cc2cc(Cl)c3cccnc3c2O)CC1,10,34,-20,·,·,89,·,-6,-1,28
CC1(C)Cc2c(sc(NC(=O)c3ccc(S(=O)(=O)N4CCCCCC4)cc3)c2C(N)=O)C(C)(C)N1,-6,10,17,0.2,-3,-6,-2,-14,2,2
NC(=S)N/N=C/c1cn(CCC(=O)O)nc1-c1cccc(Br)c1,8,8,3,0.7,0,·,-2,5,4,6
Cc1nc(SCC(=O)N2CCCC2=O)nc(C)c1C,1,·,2,-0.6,0,-3,0,0,·,5
CCOc1ccc(N(CC(=O)NCCSCc2ccco2)S(=O)(=O)c2ccc(F)cc2)cc1,-2,18,-1,0.9,-11,0,-1,13,4,0
O=C(NCCCN1CCN(CCCNC(=O)c2cc([N+](=O)[O-])ccc2Cl)CC1)c1cc([N+](=O)[O-])ccc1Cl,5,2,-2,-1.5,-43,9,-14,-35,4,9
COc1ccc(-n2c(C)cc(/C=N/Nc3nnc(C)n3N)c2C)cc1,-111,26,0,0.6,-7,·,-2,-10,-4,91*
COc1ccc(NC(=O)c2c[nH]n3c(=O)cc(C4CCN(C(=O)OC(C)(C)C)CC4)nc23)cc1Cl,1,-24,7,-1.2,2,-10,-4,1,-7,3
Cc1cccc(NC(=S)NC2CC3CCCC(C2)N3Cc2cccs2)c1C (centres undefined),5,19,6,-1.2,0,6,2,-2,-1,-13

# A draw from above in order of heavy-atom count, falling.
SMILES,Rv3671c protease,DUSP3 inh,MazF activator,BoNT-A LC inh2,BoNT F protease,SSB-PriA inh,Anthrax LF prot,PrPC TRFRET,3CLpro inhibitor,CCHFV vOTU inh
COC(=O)c1cn(N(C)c2ncc(C(F)(F)F)cc2Cl)c(=O)c2ccccc12,-4,7,-4,-1.0,3,-4,-4,-3,-3,-4
Cc1cccc(NC(=S)NC2CC3CCCC(C2)N3Cc2cccs2)c1C (centres undefined),5,19,6,-1.2,0,6,2,-2,-1,-13
CC(=O)Oc1ccccc1C(=O)Nc1ccccc1C(=O)N1CCCC1,-1,10,-11,-1.0,-3,-7,8,-2,0,-12
COc1cc(CNc2nc3c(C)cc(C)cc3s2)ccc1O,4,30,-3,-1.8,19,6,11,10,0,20
Clc1ccccc1CN1CCN(c2ccccc2Cl)CC1,-1,27,-2,-2.1,-18,-41,-4,-4,-1,-10
Cc1ccc(F)c(NC(=O)CCc2ccccc2)c1,-1,24,-7,-0.4,-4,-26,0,6,0,3

# Following part.
SMILES,Rv3671c protease,DUSP3 inh,MazF activator,BoNT-A LC inh2,BoNT F protease,SSB-PriA inh,Anthrax LF prot,PrPC TRFRET,3CLpro inhibitor,CCHFV vOTU inh
CCOC(=O)c1c(C)nn(Cc2ccccc2)c1N,-9,18,11,0.0,-19,-12,0,2,-3,9
CC(=O)NC(=S)Nc1ccc(S(=O)(=O)Nc2ncccn2)cc1,-8,5,12,-1.7,-4,2,8,1,-5,-9
CCOc1ccc(C(C)=O)cc1CN1C(=O)NC2(CCCCCCC2)C1=O,5,14,-2,0.6,2,4,0,-3,10,0
COC(=O)c1ccccc1NC(=O)C1CCN(S(C)(=O)=O)CC1,1,-2,-1,-0.2,2,-1,2,6,5,-1
Cc1noc(N)c1C1(O)C(=O)N(C(C)C)c2ccccc21 (centres undefined),-1,11,0,0.7,3,2,0,8,1,18
COc1cc(OC)cc(C(=O)Nn2cc(C(=O)Nc3ccc(F)cc3F)c3ccccc3c2=O)c1,-24,-14,1,-0.6,-6,8,-8,-1,-1,4
O=C(COC(=O)c1ccccc1Br)NCCN1C(=O)CSC1=O,5,9,-6,-0.1,-4,-10,2,1,0,-17
CC(C)(C)c1ccc(CSc2nnc(-c3ccccc3NC(=O)c3ccccc3)o2)cc1,-3,7,5,0.1,-5,-8,0,-2,-1,2
CCC(=O)N1CCc2cc(S(=O)(=O)CCC(=O)Nc3ccc(OC)cc3)ccc21,-16,12,5,1.0,1,6,0,0,4,15
CN1CCCC1C(O)(c1ccccc1)c1ccccc1 (centres undefined),-7,·,7,0.4,0,-13,-2,-3,-3,-9
O=C(N/N=C\C=C\c1ccc2c(c1)OCO2)C1COc2ccccc2O1 (centres undefined),-5,-15,7,-0.3,-1,·,-2,-7,-1,6
CN(c1ccccc1)S(=O)(=O)c1ccc(C(=O)NCc2ccco2)cc1,·,·,3,·,·,4,·,0,·,-7
COc1ccc(NC(=O)COc2cccc3c2CCN(Cc2cccnc2)C3=O)cc1,1,10,-7,3.2,4,-1,4,-2,-3,1
COC(=O)c1cc(=O)c2c(ccc3oc(=O)ccc32)[nH]1,·,·,·,0.8,1,·,2,-28,·,-5
Cc1ccc2nc(NNC(=O)c3ccc(S(=O)(=O)N4CCc5ccccc5C4)cc3)sc2c1,6,0,-4,-0.7,-11,95*,-2,17,8,-2
CCCCC(c1nc2ccccc2[nH]1)n1c(=O)c(-c2ccccc2)nc2cc(C)c(C)cc21 (centres undefined),·,·,·,30*,5,·,34*,-1,·,-5
CC(C)(C)C(=O)NC(=S)N1CCCC1,-6,6,5,-1.4,-13,7,-6,-2,-3,-12
O=C(c1ccc(CN2CCOCC2)cc1)N1CCN(c2ccccc2F)CC1,8,24,-1,0.2,4,-1,-2,-3,-5,10
CC(Oc1cc2oc(=O)c3c(c2cc1Cl)CCC3)C(=O)NCCCN1CCCC1=O (centres undefined),-16,-4,0,3.8,7,11,1,-2,-1,-18
CC1=NNC(=O)C1CCC(=O)N/N=C/c1ccc(Cl)cc1 (centres undefined),2,11,-1,0.4,-2,·,-8,1,-3,9
COc1cc(OC)cc(C(=O)NCC(=O)OCC(=O)N2CC(C)CC(C)C2)c1 (centres undefined),5,30,0,-0.5,1,-8,-2,-4,5,3
O=C(c1ccco1)N1CCN=C1SCc1cccc(Cl)c1,3,8,5,-0.9,-13,-17,-17,8,-3,-5
O=C(CN1CCN(Cc2cccc(Cl)c2)C1=O)N1CCC2(CC1)OCCO2,2,15,10,0.1,-13,0,1,-2,3,7
c1nnn(C23CC4CC(CC(C4)C2)C3)n1,-3,6,11,-0.4,2,-17,1,1,-4,-3
O=C(c1ccc(S(=O)(=O)N2CCCC2)cc1)N(c1ccc(F)cc1)C1C=CS(=O)(=O)C1 (centres undefined),7,8,0,0.9,0,-7,0,-3,-4,2

# Four entries from above in another layout.
> CN(c1ccccc1)S(=O)(=O)c1ccc(C(=O)NCc2ccco2)cc1
  Rv3671c protease = ·
  DUSP3 inh = ·
  MazF activator = 3
  BoNT-A LC inh2 = ·
  BoNT F protease = ·
  SSB-PriA inh = 4
  Anthrax LF prot = ·
  PrPC TRFRET = 0
  3CLpro inhibitor = ·
  CCHFV vOTU inh = -7
> COC(=O)c1ccccc1NC(=O)C1CCN(S(C)(=O)=O)CC1
  Rv3671c protease = 1
  DUSP3 inh = -2
  MazF activator = -1
  BoNT-A LC inh2 = -0.2
  BoNT F protease = 2
  SSB-PriA inh = -1
  Anthrax LF prot = 2
  PrPC TRFRET = 6
  3CLpro inhibitor = 5
  CCHFV vOTU inh = -1
> COC(=O)c1cc(=O)c2c(ccc3oc(=O)ccc32)[nH]1
  Rv3671c protease = ·
  DUSP3 inh = ·
  MazF activator = ·
  BoNT-A LC inh2 = 0.8
  BoNT F protease = 1
  SSB-PriA inh = ·
  Anthrax LF prot = 2
  PrPC TRFRET = -28
  3CLpro inhibitor = ·
  CCHFV vOTU inh = -5
> O=C(c1ccc(CN2CCOCC2)cc1)N1CCN(c2ccccc2F)CC1
  Rv3671c protease = 8
  DUSP3 inh = 24
  MazF activator = -1
  BoNT-A LC inh2 = 0.2
  BoNT F protease = 4
  SSB-PriA inh = -1
  Anthrax LF prot = -2
  PrPC TRFRET = -3
  3CLpro inhibitor = -5
  CCHFV vOTU inh = 10

# (further entries)
SMILES,Rv3671c protease,DUSP3 inh,MazF activator,BoNT-A LC inh2,BoNT F protease,SSB-PriA inh,Anthrax LF prot,PrPC TRFRET,3CLpro inhibitor,CCHFV vOTU inh
COc1cccc(NC(=O)COC(=O)c2ccc3c(c2)OCCO3)c1,·,·,6,0.2,3,·,7,-3,·,-8
O=C(Oc1cccc(N2C(=O)CCC2=O)c1)c1ccccc1,7,4,-6,-0.5,-7,-6,0,-1,1,26
O=C(NCc1cccnc1)c1ccccc1NS(=O)(=O)c1ccc(F)cc1,7,1,2,0.0,5,1,-4,-5,1,-9
Cn1c(=O)c2[nH]c(CNc3ccc(C(=O)O)cc3)nc2n(C)c1=O,-6,-3,-19,0.5,4,72*,4,8,0,-5
CSc1ccccc1-c1ccc2nccn2c1,·,·,·,3.2,2,·,7,1,·,-5
O=[N+]([O-])c1ccccc1N=Nc1c(O)[nH]c2ccc(F)cc12,·,·,3,0.5,5,-6,2,-5,·,-12
O=C(O)c1cc(-c2ccc(Cl)cc2)n(-c2cccc(Cl)c2)n1,-2,16,-6,-2.8,-2,-5,-10,1,4,3
COc1ccc(C2N=C(c3ccccc3)C(C)(C)N2O)cc1 (centres undefined),-4,14,0,-0.2,5,7,-3,-1,3,12
O=C(Nn1cnnc1)c1ccc(Cl)cc1[N+](=O)[O-],1,10,4,0.3,-4,5,2,6,3,-4
O=[N+]([O-])c1ccc2c(c1)c(-c1ccccc1)nc1nncn12,·,14,-1,-1.2,-7,-9,-3,-61,-1,-13
O=c1[nH]c(=S)n(-c2ccc(F)cc2)c(O)c1/C=N/N1CCOCC1,-3,5,-3,·,·,·,·,5,-7,-8
